# ssDAF-12 act: activators of S. stercoralis DAF-12 nuclear receptor; 1% of 370,000 active; activation, % at 6.8 µM; HEK293 ssDAF-12/GRIP1 lit1-tk-luc reporter, luminescence; % of 3 µM dafachronic acid response;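 active = activation above the mean over all tested compounds plus 3 SD, cut at about 0.9% in these data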;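 note: 0% = DMSO-only wells and 100% = 3 µM delta7-dafachronic acid wells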
# PLCb3 inh: PLC-beta3 (human) inhibition, primary screen. Q01970. Purified PLC-beta3, fluorogenic substrate, fluorescence. inhibition, % at 12.2 µM. 0.18% of 370,000 active. AID 720704; in the data active = inhibition above about 11%;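 note: 0% = median of compound wells on plate and 100% = full blocker control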
# hgDAF-12 ag: activates the H. glycines DAF-12 receptor ligand-binding domain; HEK293 GAL4-hgDAF12 UAS-luciferase reporter, agonist luminescence; normalized to butyrate control; 1.8% of 370,000 active; AID 687014; activation, % at 6.8 µM;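 active = activation above a cutoff set at the mean of all screened compounds plus 3 SD, cut at about 10% in these data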;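 note: 0% = DMSO wells and 100% = sodium butyrate wells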
# hcDAF12 agonist: activators of H. contortus DAF-12 nuclear receptor; 1.4% of 370,000 active; HEK293 hcDAF-12 lit1-tk-luc reporter, luminescence; 0% DMSO, 100% Δ7-dafachronic acid; AID 652067; activation, % at 6.8 µM;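 active = activation above the mean of all tested compounds plus 3 SD, cut at about 5.5% in these data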;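 note: 100% = response to 3 µM Δ7-dafachronic acid high control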
# DAX1 inh-1: blocks DAX1 repression of SF-1 activated StAR promoter | HEK293T StAR-luciferase reporter, SF-1/DAX-1 repression relief | inhibition, % at 6.8 µM | 1.1% of 370,000 active | AID 652010;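 active = inhibition above the mean over all tested compounds plus 3 SD, cut at about 3.6% in these data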;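 note: 0% = DAX-1 cells with DMSO and 100% = cells lacking DAX-1 with DMSO; higher inhibition means more luminescence from relief of DAX-1 repression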
# DAX1 inh-2: inhibitors of human orphan nuclear receptor DAX1 (NR0B1) | HEK293 Gal4-DAX1 luciferase reporter, luminescence | 0.99% of 340,000 active | inhibition, % at 6.75 µM | AID 504766;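 active = inhibition above the mean over all tested compounds plus 3 SD, cut at about 4.2% in these data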;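 note: 0% = DAX1-transfected cells with DMSO and 100% = empty-vector control cells with DMSO; inhibition shows as a rise in luminescence from relieved DAX1 repression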
# Target sequence (P51843 207-470 limits assumed): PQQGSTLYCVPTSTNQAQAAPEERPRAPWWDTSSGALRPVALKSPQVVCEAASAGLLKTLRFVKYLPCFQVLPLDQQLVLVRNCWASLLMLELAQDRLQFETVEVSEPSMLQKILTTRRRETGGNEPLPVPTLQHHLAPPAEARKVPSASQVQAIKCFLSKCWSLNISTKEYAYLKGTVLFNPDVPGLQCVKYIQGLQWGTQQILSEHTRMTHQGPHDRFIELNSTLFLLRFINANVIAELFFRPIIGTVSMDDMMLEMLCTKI
# PG9 binder: binds the HIV-1 gp120 antibody PG9; TR-FRET gp120-PG9 antibody binding; inhibition, % at 6.7 µM; 0.43% of 360,000 active; AID 624416; in the data active = inhibition above about 8.5%
# HGIII-sPLA2 inh: Blocks human group III sPLA2 activity | QFRET BODIPY PC-A2 liposome hydrolysis, fluorescence | 0.56% of 370,000 active | AID 743126 | inhibition, % at 12.2 µM | Q9NZ20;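 active = inhibition above mean plus 3 SD of compounds lying within the high and low control bounds, cut at about 19% in these data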;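 note: 0% = median of test compound wells and 100% = no enzyme DMSO wells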
# Target sequence (Q9NZ20 whole entry, looked up): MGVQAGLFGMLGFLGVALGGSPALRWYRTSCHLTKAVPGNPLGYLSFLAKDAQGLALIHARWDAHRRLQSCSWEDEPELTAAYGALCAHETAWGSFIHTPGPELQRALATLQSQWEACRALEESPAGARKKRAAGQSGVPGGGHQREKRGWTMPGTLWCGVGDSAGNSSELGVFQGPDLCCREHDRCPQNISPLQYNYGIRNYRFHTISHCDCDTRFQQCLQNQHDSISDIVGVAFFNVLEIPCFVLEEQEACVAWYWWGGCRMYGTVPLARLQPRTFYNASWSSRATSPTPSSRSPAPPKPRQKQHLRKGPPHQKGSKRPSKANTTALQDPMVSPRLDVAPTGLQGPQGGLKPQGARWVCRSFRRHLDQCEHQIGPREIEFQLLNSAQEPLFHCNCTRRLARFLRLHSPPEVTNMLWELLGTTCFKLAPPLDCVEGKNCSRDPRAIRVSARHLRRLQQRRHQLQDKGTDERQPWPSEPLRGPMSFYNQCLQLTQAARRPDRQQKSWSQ
# Rev-erbA mod: modulators of human Rev-erb alpha DNA binding; Rev-erbα–FITC-DNA binding, fluorescence polarization, 90 min; activity, % at 10 µM; 0.79% of 370,000 active; AID 1259318;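 active = activity above about 14%, limit read from the data; passing the limit was not always enough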;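 note: 0% = DMSO wells with 35 nM protein and 100% = DMSO wells with 750 nM protein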
# SMARCA2 act: increases SMARCA2 function in MMTV reporter cells | MG213 cells, MMTV-luciferase reporter, dexamethasone, overnight | activation, % at 9.1 µM | 1% of 370,000 active; in the data active = activation above about 7.8%;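 note: 0% = vehicle wells and 100% = reference activator wells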
# GAA850 FXN act: increases GAA850 frataxin promoter reporter activity; HEK293 lucGAA850 FXN promoter luciferase reporter, 24 h; percent of 10 µM SAHA response; activation, % at 6 µM; 0.56% of 360,000 active; AID 540364;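 active = activation above the average of all compounds screened plus 3 SD, cutoff fixed separately per campaign, cut at about 7.5% in these data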;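 note: 0% = DMSO wells and 100% = 10 µM SAHA wells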
# Numbers without * were called inactive; x = no result given.
SMILES,ssDAF-12 act,PLCb3 inh,hgDAF-12 ag,hcDAF12 agonist,DAX1 inh-1,DAX1 inh-2,PG9 binder,HGIII-sPLA2 inh,Rev-erbA mod,SMARCA2 act,GAA850 FXN act
COc1ccc(NC(=O)CN2CCN(S(=O)(=O)c3cccs3)CC2)cc1Cl,-1.0,-3,-0.3,-0.5,-0.3,0.9,-1.8,-8,-3,-2,-1.8
COc1cc2nc(CN3CCN(S(=O)(=O)c4cc(C)ccc4C)CC3)[nH]c(=O)c2cc1OC,-1.2,-2,-0.4,-1.0,-0.6,-1.4,-0.7,-7,6,4,-3.1
O=C(Nc1ccccc1N1CCCCC1)C1CC(=O)N(c2ccccc2F)C1 (stereo unspecified),-0.5,-10,-0.9,1.8,0.1,-0.1,-2.8,-3,-8,-3,2.3
C[C@H](O)[C@@H]1C(=O)N2CCc3c([nH]c4ccccc34)[C@@H]2C[C@@H]1N(C)C(=O)Nc1ccc(F)cc1,0.8,-486,4.1,5.5,0.9,0.6,-3.3,1,1,-4,-0.7
Cc1cccc(C)c1NC(=O)CN1CCN(C/C=C/c2ccccc2)CC1,-1.3,4,-4.6,-0.2,-0.2,x,2.5,-4,-1,5,x
CNC(=S)Nc1ccc([N+](=O)[O-])c(C)c1,-2.0,-4,0.7,-1.5,-0.3,0.9,-1.1,0,-5,-1,1.0
Cn1cnnc1SCC(=O)N1N=C(c2ccc(Cl)cc2)CC1c1ccco1 (stereo unspecified),-0.1,3,3.1,-0.1,-1.1,2.4,1.9,2,-1,-1,0.6
Cc1c(C(=O)NCCSc2ccc(Cl)cc2)cccc1[N+](=O)[O-],-2.0,-1,-3.4,-2.0,1.0,-1.2,0.9,-4,0,-4,1.5
S=C(NCc1cccs1)Nc1cccc2ccccc12,-1.4,-5,-1.0,-0.2,0.0,1.1,-0.9,2,4,-4,2.0
Cc1ccc(N(C(=O)Cn2nnc(-c3ccccc3F)n2)C(C(=O)NC2CCCC2)c2ccncc2)cc1 (stereo unspecified),-0.6,-4,1.5,0.3,0.1,-0.3,-0.4,1,2,-2,-1.1
CC1(C)CC(N2CCCC2)=CC(=[N+]2CCCCC2)C1,-2.6,5,-10,-5.2,-2.5,-3.8,0.1,7,0,-4,-1.8
Cc1cc(C)c(NC(=S)N2CCN(c3ccc([N+](=O)[O-])cn3)CC2)cc1C,-1.6,-7,-1.1,-2.7,-0.1,-0.1,-0.4,11,7,-4,2.3

# The last 5 records of the part above come first, to join the parts:
SMILES,ssDAF-12 act,PLCb3 inh,hgDAF-12 ag,hcDAF12 agonist,DAX1 inh-1,DAX1 inh-2,PG9 binder,HGIII-sPLA2 inh,Rev-erbA mod,SMARCA2 act,GAA850 FXN act
Cc1c(C(=O)NCCSc2ccc(Cl)cc2)cccc1[N+](=O)[O-],-2.0,-1,-3.4,-2.0,1.0,-1.2,0.9,-4,0,-4,1.5
S=C(NCc1cccs1)Nc1cccc2ccccc12,-1.4,-5,-1.0,-0.2,0.0,1.1,-0.9,2,4,-4,2.0
Cc1ccc(N(C(=O)Cn2nnc(-c3ccccc3F)n2)C(C(=O)NC2CCCC2)c2ccncc2)cc1 (stereo unspecified),-0.6,-4,1.5,0.3,0.1,-0.3,-0.4,1,2,-2,-1.1
CC1(C)CC(N2CCCC2)=CC(=[N+]2CCCCC2)C1,-2.6,5,-10,-5.2,-2.5,-3.8,0.1,7,0,-4,-1.8
Cc1cc(C)c(NC(=S)N2CCN(c3ccc([N+](=O)[O-])cn3)CC2)cc1C,-1.6,-7,-1.1,-2.7,-0.1,-0.1,-0.4,11,7,-4,2.3
O=C1CCC[C@H]2[C@@H](Cc3ccccc3)[C@@H](O)CC[C@]23CCCN13,-0.9,3,-0.1,-1.1,x,x,x,2,0,x,x
O=C(O)Cn1cc(C(=S)N2CCOCC2)c2ccccc21,-0.7,0,-1.0,-1.7,-0.2,0.9,2.1,2,-1,-5,1.8
COc1ccc(-c2csc3nc(-c4ccccc4F)oc(=O)c23)cc1OC,-0.8,-49,-0.2,-2.1,-1.0,-1.4,1.3,5,3,-3,-0.6
COC(=O)c1cccc2c(C(=O)O)cc(-c3ccccc3)nc12,-0.5,3,2.9,0.4,0.3,1.7,-0.4,0,7,-1,-0.2
CCOC(=O)c1nc(C)n(-c2cc(OC)c(Cl)cc2Cl)n1,-0.3,3,3.6,-0.2,-0.9,0.6,0.9,-1,4,0,0.2
COc1ccc(Cl)cc1NC(=O)CSc1nnc(C2CC2)n1N,-0.8,-7,1.6,0.6,-0.8,1.1,0.8,5,-2,-2,-1.3
O=C1CSCC(=O)N1Cc1ccc(Cl)c(Cl)c1,-0.7,-7,1.2,0.6,-0.2,-0.6,-0.7,-2,-1,0,-0.4
O=C(CN1CCN(c2cccc(Cl)c2)CC1)c1ccc(O)cc1O,-1.0,-11,-2.0,-0.6,-0.2,0.9,-0.8,1,-1,-4,0.2
O=C(COC(=O)C12CC3CC(CC(O)(C3)C1)C2)NCCc1ccc(Cl)cc1,-1.6,-2,-0.7,-0.4,-0.2,0.0,0.4,-2,0,0,-0.5
CN(CC(=O)N1CCN(c2ncccn2)CC1)S(=O)(=O)c1ccc(Cl)cc1,2.2*,-3,-2.3,-1.4,0.9,0.2,1.5,1,-1,0,1.0
CS(=O)(=O)c1ccccc1C(=O)Nc1cccc2ncccc12,-0.5,-9,1.9,-2.0,-0.3,0.1,-2.5,0,-3,2,-1.5
C/C(=N\NC(=O)c1nnn(-c2nonc2N)c1CN(C)C)c1ccco1,-0.8,-11,0.7,-1.5,-0.4,0.8,-2.2,2,-5,0,-1.3
CCOC(=O)CSCC(=O)Nc1c(C(=O)C2CC2)oc2ccccc12,-0.7,-6,1.3,-1.4,0.0,0.3,0.0,-1,-3,1,2.3
Nc1cc(C(=O)OCC(=O)N2CCOCC2)ccc1Cl,0.5,-111,6.3,1.7,0.5,-0.7,1.3,7,3,1,0.9
Cc1oc2cc3oc(=O)c(CC(=O)N[C@H](C(=O)N[C@@H](C(=O)O)c4ccccc4)C(C)C)c(C)c3cc2c1C,-1.1,-423,3.1,0.1,0.9,0.7,-1.4,-3,-1,4,1.1
Cc1nc(NCc2ccco2)[nH]c(=O)c1CCC(C)C,-2.0,-4,0.7,0.1,-0.7,-0.2,0.2,-5,1,-3,-1.8
Cc1ccc(S(=O)(=O)NC(=O)C2(C)CCN2C(=O)c2ccccc2CCc2ccccc2)nc1 (stereo unspecified),-0.9,9,1.8,2.0,0.4,x,-2.3,7,-4,-1,-2.0
Cc1ccc(C)c2c1CCCC2=O,-0.8,1,-0.2,-0.5,0.5,1.8,1.2,5,-1,-2,0.8
CCOC(=O)c1c(C)[nH]c(C(=O)OCC(=O)Nc2cc(C)ccc2OC)c1C,-0.4,-1,0.9,-0.7,0.3,1.3,1.4,5,-3,-1,0.6
C=CCNC(=O)C1CC2Cn3c(nc4cc5ccccc5cc43)C2N1C (stereo unspecified),-0.6,-13,4.9,-0.5,0.3,1.2,0.2,2,-8,1,0.0
COc1ccc(NC(=O)CN2C(=O)NC(C)(c3ccc4c(c3)OCO4)C2=O)cc1S(N)(=O)=O (stereo unspecified),-1.4,-1,2.3,-1.0,0.0,1.8,2.3,2,-11,-4,-1.5
Cc1nn(CC(=O)NNC(=O)c2ccccc2F)c([N+](=O)[O-])c1Br,-1.6,-5,-1.3,1.2,0.5,x,-2.1,-2,-1,0,-0.4
CCCCCC(=O)Nc1cccc(C2=NOC3(C2)C[C@H](C(N)=O)N(C(=O)COc2ccc(Cl)cc2)C3)c1 (stereo partly specified),-1.8,5,-4.0,0.7,-0.7,-1.3,-0.5,-40,4,-2,0.4
Cc1ccc(C)c(NC(=S)NCCc2ccc(F)cc2)c1,-1.5,6,1.2,-0.8,-0.2,0.3,-0.1,17,3,2,3.5
Cc1ccc(S(=O)(=O)N2CCOc3ccccc32)c(C)c1NS(C)(=O)=O,-1.0,-1,-2.2,-1.7,-0.6,0.3,-1.8,-10,4,2,-0.1
Cc1ccc(OCCN2CCN(c3ncnc4sc(C)c(C)c34)CC2)cc1,-3.1,-3,-7.2,-4.4,-3.4,-2.7,1.7,2,5,-6,-4.9
COCCOc1cc(NC(=O)CS(=O)(=O)CC(=O)N(C)C)c(Cl)cc1Cl,-0.5,3,1.7,0.9,-0.5,0.3,-0.8,-12,0,3,-0.8

# Bioassay records (PubChem BioAssay)
